TNAP inh hiacc: blocks human TNAP under high phosphate acceptor concentration; P05186; purified TNAP, CDP-star luminescence, 1 M DEA; inhibition, % at 20 µM; actives 0.03% (n = 200,000); AID 1135;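 active = over 50% inhibition of tissue-nonspecific alkaline phosphatase at 20 µM in the single-dose screen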;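 note: plate controls were DMSO wells for no effect and EDTA-quenched wells as full inhibition for full effect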
Target sequence (P05186 whole entry, looked up): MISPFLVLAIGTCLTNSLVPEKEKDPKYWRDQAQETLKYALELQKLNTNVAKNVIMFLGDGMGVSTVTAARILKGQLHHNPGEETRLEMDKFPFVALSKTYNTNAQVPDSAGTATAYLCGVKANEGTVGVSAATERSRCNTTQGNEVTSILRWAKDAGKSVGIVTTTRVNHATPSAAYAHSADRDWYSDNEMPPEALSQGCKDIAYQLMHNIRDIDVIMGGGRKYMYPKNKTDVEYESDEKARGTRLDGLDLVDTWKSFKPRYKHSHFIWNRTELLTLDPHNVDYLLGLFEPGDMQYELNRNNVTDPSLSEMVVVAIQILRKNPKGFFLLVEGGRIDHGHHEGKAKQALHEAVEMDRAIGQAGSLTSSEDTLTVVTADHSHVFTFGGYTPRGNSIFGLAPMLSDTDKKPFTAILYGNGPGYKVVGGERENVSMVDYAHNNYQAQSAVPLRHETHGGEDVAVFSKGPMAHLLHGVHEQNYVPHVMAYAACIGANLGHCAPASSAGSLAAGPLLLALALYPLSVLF
PMI act satM6P: PMI (human) activation, high substrate; actives 0.34% (n = 190,000); coupled PMI enzyme assay, resazurin fluorescence, 20 min; stronger effect = higher value; 1 = untreated enzyme, 0 = substrate-free blank; P34949; activation factor at 20 µM;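 active = activation factor of 2 or more at 20 µM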
Target sequence (P34949 whole entry, looked up): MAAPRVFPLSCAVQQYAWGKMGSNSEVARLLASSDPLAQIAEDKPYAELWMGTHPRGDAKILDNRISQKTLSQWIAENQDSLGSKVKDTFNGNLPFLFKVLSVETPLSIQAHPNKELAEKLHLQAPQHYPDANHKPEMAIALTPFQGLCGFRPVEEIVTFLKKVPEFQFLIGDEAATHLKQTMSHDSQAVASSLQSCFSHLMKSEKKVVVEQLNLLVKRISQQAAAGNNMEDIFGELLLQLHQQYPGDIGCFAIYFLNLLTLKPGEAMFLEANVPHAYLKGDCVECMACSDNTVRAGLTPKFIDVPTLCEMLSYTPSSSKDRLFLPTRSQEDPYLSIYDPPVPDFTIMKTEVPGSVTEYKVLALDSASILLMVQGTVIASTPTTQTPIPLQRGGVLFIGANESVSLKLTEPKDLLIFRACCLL
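Material: human phosphomannose isomerase with PGI, G6PDH, diaphorase coupling enzymes. Quantity: 15 ng/mL PMI. Medium: HEPES pH 7.4 buffer with MgCl2 and Tween-20. Reagent: Near-saturating mannose-6-phosphate, 1.0 mM. Compound: 20 µM single dose. Times: enzyme reaction with compound 20 min at room temperature. Detection: resorufin fluorescence at Ex 544/Em 590 nm.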
Diaphorase inh: diaphorase inhibition or chemical oxidation counter-screen; diaphorase resazurin-to-resorufin fluorescence, NADH, 16 min; bacterial (C. kluyveri) enzyme, not human; inhibition, % at 20 µM; actives 0.69% (n = 190,000); AID 1217;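 active = primary screen inhibition at 20 µM above a set limit, cut at about 50% in these data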;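 note: plate controls were DMSO with full reaction for no effect and wells lacking NADH for full effect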
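controls = No-NADH positive control and DMSO neutral control | system = Clostridium kluyveri diaphorase enzyme | timing = reaction incubation of 16 min at room temperature | signal = resorufin fluorescence 544/590 nm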
TNAP inh no acc: blocks human TNAP activity with no phosphate acceptor present. purified TNAP, CDP-star luminescence, 30 min. inhibition, % at 20 µM. actives 0.26% (n = 200,000). AID 1012;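 active = tissue-nonspecific alkaline phosphatase inhibition above about 50% at 20 µM in the single-dose screen, limit read from the data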;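 note: 0% = DMSO negative control and 100% = EDTA positive control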
PMI act: increases human mannose-6-phosphate isomerase activity; activation factor at 20 µM; P34949; actives 0.005% (n = 190,000); purified human PMI, coupled resazurin fluorescence, 20 min; stronger effect = higher value; 1 = vehicle control, 0 substrate-free wells;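 active = activation factor of 2 or more at 20 µM, relative to plate controls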
bIAP act: intestinal alkaline phosphatase (bovine) activation; actives 0.17% (n = 200,000); activation factor at 20 µM; AID 1016; purified bovine IAP, CDP-star luminescence, 30 min; stronger effect = higher value; fold of DMSO-control signal, blank-subtracted;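 active = activation factor of 2 or more at 20 µM, a signal rise over negative controls twice the positive control's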
Diaphorase act: diaphorase activation or chemical reduction counter-screen; activation factor at 20 µM; actives 0.005% (n = 190,000); Diaphorase/resazurin coupled assay, resorufin fluorescence, 16 min; stronger effect = higher value; 1 = vehicle wells, 0 = NADH-free wells;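 active = diaphorase activity raised at least twofold by the compound at 20 µM; inactive = activation factor below 2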
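Material: bacterial diaphorase enzyme (C. kluyveri); amount: enzyme 0.07 U/mL final; reagent: NADH substrate 0.114 mM plus resazurin dye 0.1 mM, final; doses: single compound dose of 20 µM, 1% DMSO final; timing: 16 min enzyme reaction, ambient temperature; measured by: fluorescence of resorufin, 544 nm excitation, 590 nm emission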
TNAP act hiacc: increases human TNAP activity under high phosphate acceptor concentration; purified TNAP, CDP-star luminescence, 1 M DEA, 30 min; stronger effect = higher value; 0 = EDTA background, 1 = DMSO-only activity; P05186; AID 1136; 200,000 tested, under 10 active; activation factor at 20 µM;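 active = activation factor at least 2 at 20 µM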
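system = human TNAP | amount = enzyme diluted 1/800 final | reagent = 100 µM CDP-star substrate | signal = luminescent substrate turnover signal | dosing = one dose, 20 µM | benchmarks = EDTA negative control, DMSO positive control | measure = activation factor | timing = 30 min reaction, room temperature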
bIAP inhibitor: blocks bovine intestinal alkaline phosphatase activity. inhibition, % at 20 µM. purified bovine IAP, CDP-star luminescence, 30 min. 190,000 tested, under 10 active;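 active = over 50% inhibition of intestinal alkaline phosphatase at 20 µM in the single-dose screen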
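Incubation: 30 min reaction at room temperature / Material: purified bovine intestinal alkaline phosphatase (IAP) enzyme / Input: enzyme at 1/65,000,000 dilution / Dosing: 20 µM single dose / Signal: CDP-star luminescence signal / Reagent: CDP-star chemiluminescent phosphatase substrate, 30 µM final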
Lmaj promast: reduces viability of Leishmania major promastigotes; resazurin fluorescence viability; inhibition, % at 10 µM; actives 9% (n = 200,000); in the data active = inhibition above about 50%;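 note: promastigotes grown with compound for 44 hours at 28 °C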
Numbers without * were called inactive.

SMILES	TNAP inh hiacc	PMI act satM6P	Diaphorase inh	TNAP inh no acc	PMI act	bIAP act	Diaphorase act	TNAP act hiacc	bIAP inhibitor	Lmaj promast
Cn1c(=O)[nH]c(=O)c2c1nc(N1CCOCC1)n2CCN1CCOCC1	0	0.9	10	-9	1	0.9	0.9	1	9	-1
CC(C)[C@H](NC(=O)c1ccco1)C(=O)OCC(=O)N1CCc2ccccc21	-6	1	6	-6	1	1	0.9	1.1	1	-1
N/C(=N\OC(=O)c1ccc2c(c1)OCO2)c1cccc([N+](=O)[O-])c1	-6	0.9	12	-9	0.9	1	0.9	1.1	-2	0
Cn1c(Sc2ccc(Br)cc2)c(C=O)c2ccccc21	-4	0.9	14	-5	0.9	0.6	0.9	1	35	57*
Cn1c(=O)c2c(nc(NCc3cccnc3)n2Cc2cccc(C(F)(F)F)c2)n(C)c1=O	2	1	11	6	0.9	1	0.9	1	-3	95*
COC(=O)C1=C(C)N(c2cc(C)cc(C)c2)/C(=C/c2ccco2)C1=O	11	0.7	22	7	0.9	0.9	0.8	0.9	5	48
Cc1cc(N/N=C/c2cccc(Br)c2)nc2ccccc12	0	1	-1	-35	0.9	0.7	1	1	27	61*
COc1cccc(C2=CC(c3ccccc3)n3nnnc3N2)c1 (configuration not stated)	-2	1.2	7	-7	1.1	0.9	0.9	1	6	45
COc1cccc(-c2cc(C(=O)Nc3cc(C)n(Cc4ccc(Cl)cc4)n3)no2)c1	-6	0.9	21	-13	0.9	0.9	0.8	1.1	12	10
O=C(CSc1ncnc2ccccc12)NCCc1ccccc1	-2	1	3	-8	0.9	1	1	1	1	-1
CC(NC(=O)COc1ccc(Oc2ccccc2)cc1)C(=O)O (configuration not stated)	-10	1.1	-10	-8	1.1	1	1.1	1.1	4	-7
Cc1nnc(SCc2ccc([N+](=O)[O-])cc2)o1	-3	1	-5	-6	0.9	1.1	1.1	1	-6	-4
O=[N+]([O-])c1cc(Br)cc(/C=N/n2cnnc2)c1O	16	1.1	3	19	1.3	0.9	1	0.8	13	-4
Cc1cnc(NC(=O)CN2C(=O)C3CC=CCC3C2=O)s1 (configuration not stated)	3	1	8	-5	1.1	0.9	0.9	1	6	1
O=C(O)C1C2C=CC(C2)C1C(=O)Nc1ccc(C(=O)N2CCCCC2)cc1 (configuration not stated)	-2	0.8	16	-10	0.8	0.9	0.8	1	11	-4

Profiles as entered above. Values in the order: TNAP inh hiacc	PMI act satM6P	Diaphorase inh	TNAP inh no acc	PMI act	bIAP act	Diaphorase act	TNAP act hiacc	bIAP inhibitor	Lmaj promast
N/C(=N\OC(=O)c1ccc2c(c1)OCO2)c1cccc([N+](=O)[O-])c1 is listed as -6	0.9	12	-9	0.9	1	0.9	1.1	-2	0
COC(=O)C1=C(C)N(c2cc(C)cc(C)c2)/C(=C/c2ccco2)C1=O is listed as 11	0.7	22	7	0.9	0.9	0.8	0.9	5	48
Cc1cnc(NC(=O)CN2C(=O)C3CC=CCC3C2=O)s1 (configuration not stated) is listed as 3	1	8	-5	1.1	0.9	0.9	1	6	1
Cn1c(=O)[nH]c(=O)c2c1nc(N1CCOCC1)n2CCN1CCOCC1 is listed as 0	0.9	10	-9	1	0.9	0.9	1	9	-1

(cont.)
SMILES	TNAP inh hiacc	PMI act satM6P	Diaphorase inh	TNAP inh no acc	PMI act	bIAP act	Diaphorase act	TNAP act hiacc	bIAP inhibitor	Lmaj promast
Cc1ccccc1NC(=O)NCCc1nc2ccccc2[nH]1	-6	1	7	-13	1	0.9	0.9	1.1	9	-3
Nc1nc(N)nc(-c2ccccc2O)n1	-1	1	6	-4	1	1	0.9	1	0	-1
CCC(=O)c1ccc(OCc2ccc(C(=O)OC)cc2)c(OC)c1	-2	1	8	-7	1.1	0.9	0.9	1	9	-4
CCCSc1nc(NCc2ccco2)c2c3c(sc2n1)COC(C)(CC)C3 (configuration not stated)	-4	0.9	11	-1	1	1	0.9	1	3	20
COC(=O)CN1C(=S)N(c2ccc(OC)cc2)C(=O)/C1=C/c1ccc(N2CCOCC2)cc1	25	0.9	22	27	0.9	0.6	0.8	0.7	40	39
O=c1c2ccccc2[nH]c(=S)n1CCN1CCCC1	-7	1	15	-10	1.1	0.9	0.9	1.1	11	-2
O=C(c1ccccc1)N1N=C(c2ccccc2)CC1c1ccccc1[N+](=O)[O-] (configuration not stated)	-4	0.7	9	-7	1	0.9	0.9	1	8	-4
CNCc1sccc1C	-3	1.2	-14	-12	1.3	1	1.1	1	3	-3
Cc1ccc(OCCCCNC2CCCC(C)C2C)c(C)c1 (configuration not stated)	-2	1.1	-7	-24	1	0.9	1.1	1	11	90*
CCOc1ccccc1-n1c(SCC(=O)N2CCCC2)nnc1-c1ccoc1C	-3	1.1	4	-12	1	1.1	1	1	-5	-5
O=C(CN1CCN(c2ccccc2O)CC1)NCCCc1ccccc1	-1	1	14	11	1	1	0.9	1	-4	-3
O=C(Nc1ccccn1)C(F)(F)C(F)(F)C(F)(F)C(F)(F)C(=O)Nc1ccccn1	4	1	13	7	1	1	0.9	1	3	70*
CCOc1ccc(-c2cc(C)n3nc(C(N)=O)cc3n2)cc1	1	1.2	12	7	1.1	1	0.9	1	-4	-3
COc1ccc(NC(=O)CSc2nnc(-c3ccccn3)n2Cc2ccco2)cc1OC	-4	1	11	-6	1	1.1	0.9	1	-10	-2
COC(=O)c1cc(OC)c(OC)cc1NC(=S)N1CCN(C)CC1	-2	0.9	5	-10	0.9	1	1	1	-1	2
O=C(NCc1ccncc1)Nc1ccc(Cl)cc1Cl	-4	1	9	-6	0.9	1	0.9	1	3	3
CCCn1c(SCC(=O)Nc2nc(C)c(C(=O)OC)s2)nnc1C(C)C	0	1	9	-9	1	0.9	0.9	1	14	-2
COc1ccccc1N(C)S(=O)(=O)c1ccc(Cl)c(C(=O)OCc2c(C)noc2C)c1	-1	1	10	-4	0.9	1	0.9	1	2	53*
CC(C)N(Cc1ccccc1)C(=S)NC(=O)C1(C)CC1(Cl)Cl (configuration not stated)	1	0.9	16	-5	0.9	0.9	0.8	1	13	-1
COc1ccc(NC(=O)CSc2nccn2C)cc1S(N)(=O)=O	2	1	5	-4	1	1	0.9	1	-3	-7
Cc1cccc(NC(=O)/C(C#N)=C\c2cccnc2)c1	-7	0.8	25	-30	0.8	0.9	0.8	1.1	14	1
CCn1c(SCC(=O)NCc2ccccc2)nc2ccccc2c1=O	-7	1	4	6	1	1	1	1.1	2	-5
Cc1nnc(NC2=NCCCCC2)o1	-4	0.9	10	-9	0.9	0.9	0.9	1	10	8
COc1ccc(-n2nc3c(c2NC(=O)c2c(F)cccc2Cl)CS(=O)C3)cc1 (configuration not stated)	-3	0.9	23	-12	0.9	0.8	0.8	1	16	-4
Cc1nc(N2CCN(C(c3ccccc3)c3ccccc3)CC2)[nH]c(=O)c1C	-8	0.9	16	-13	1	0.9	0.8	1.1	8	2
Nn1c(SCC(=O)Nc2ccc(F)cc2F)nnc1C1CCCCC1	-1	1	5	-1	1.1	0.9	0.9	1	7	-8
Cc1ccc(S(=O)(=O)N2CCOCC2)cc1NC(=O)COC(=O)c1ccc2c(c1)OCO2	-5	1	6	-13	1	0.9	0.9	1	10	5
CC(C)N1CCC(N2CCN(C3CCCCCC3)CC2CCO)CC1 (configuration not stated)	-7	1	12	-11	0.9	1.1	0.9	1.1	-7	0
CC(=O)c1ccc(N2CCN(C(=S)NCCCN(C)C)CC2)cc1	-5	0.9	2	-9	0.9	1.1	1	1.1	-11	6
CC(C)OCCCNC(=S)NNC(=O)c1ccc(Cl)c(Cl)c1	-5	1.2	-10	-131	1.1	1.2	1.1	1	-19	-1

Looked up one by one from the entries so far, 2 records:
SMILES	TNAP inh hiacc	PMI act satM6P	Diaphorase inh	TNAP inh no acc	PMI act	bIAP act	Diaphorase act	TNAP act hiacc	bIAP inhibitor	Lmaj promast
Cc1nnc(NC2=NCCCCC2)o1	-4	0.9	10	-9	0.9	0.9	0.9	1	10	8
COc1ccccc1N(C)S(=O)(=O)c1ccc(Cl)c(C(=O)OCc2c(C)noc2C)c1	-1	1	10	-4	0.9	1	0.9	1	2	53*

(list continues)
SMILES	TNAP inh hiacc	PMI act satM6P	Diaphorase inh	TNAP inh no acc	PMI act	bIAP act	Diaphorase act	TNAP act hiacc	bIAP inhibitor	Lmaj promast
CC1CCC(C(=O)NC(C(=O)N2CCC(N3CCCCC3)CC2)C(C)C)CC1 (configuration not stated)	-3	1.1	1	-3	1.2	1	1	1	3	-5
Cn1c(SCC(=O)Nc2ccccc2)nc2c([nH]c3ccccc32)c1=O	-5	1	4	-10	1	1.1	1	1	-5	-4
O=C(O)C1(S(=O)(=O)CCC(F)=C(F)F)CC1	-3	1	4	-2	1.1	1.1	1	1	-11	-9
O=c1cccccc1NCc1ccccc1	12	0.9	33	-8	0.8	0.9	0.7	0.9	9	-6
ON1C2CCCCC2N(O)C1c1c(F)c(F)c(F)c(F)c1F (configuration not stated)	3	1.2	17	-2	1.1	1	0.8	1	4	-1
CC1CN(C(=O)N2CCCCC2)CCN1C(=O)N1CCCCC1 (configuration not stated)	-6	1	10	-15	1	0.9	0.9	1.1	12	-6
CCOC(=O)C1(CC2CC2)CCN(S(=O)(=O)C[C@]23CC[C@H](CC2=O)C3(C)C)CC1	-9	1.1	-16	-3	1.1	1.2	1.2	1.1	-17	6
CCOC(=O)c1sc2nc(CC(=O)OC)nc(N3CCN(c4ccc(OC)cc4)CC3)c2c1C	-3	0.9	6	-2	0.9	1.1	0.9	1	-14	21
O=C(O/N=C\c1ccc(N2CCCCC2)c([N+](=O)[O-])c1)c1ccc(Cl)cc1Cl	1	0.9	18	-1	0.9	0.8	0.8	1	18	1
C1CN(c2nc3nonc3n3nnnc23)CCO1	-6	0.9	11	-34	0.9	0.9	0.9	1.1	6	1
Cc1ccc(NC(=O)CSc2nn(-c3ccc(Cl)cc3)c(=S)s2)cc1S(=O)(=O)N(C)C	-3	1	11	16	0.9	0.9	0.9	1	10	97*
O=C(c1ccc(C(F)(F)F)cc1)C1CCCN(C(=O)CCN2CCCO2)C1 (configuration not stated)	-5	1.1	16	-6	1	1	0.8	1	-5	-7
COc1ccc(OC)c(S(=O)(=O)N2CCC(C(=O)Nc3cccc(C(F)(F)F)c3)CC2)c1	-8	0.9	22	-25	0.8	1	0.8	1.1	0	91*
COc1ccc(S(N)(=O)=O)cc1C(=O)NCCCN1CCN(c2ccc(C)cc2)CC1	-4	0.9	4	11	1	1.1	1	1	-8	0
CC(C)C(=O)Nc1cccc(C(=O)OCC(=O)c2ccc(Cl)cc2Cl)c1	-13	1	17	-8	0.9	0.7	0.8	1.1	31	-11
CSc1ncccc1C(=O)NC(C)C1CC2CCC1C2 (configuration not stated)	-6	0.9	13	-10	0.9	1.3	0.9	1.1	-32	0
